# TAAR1 antag – antagonists of human TAAR1; Q96RJ0; 1.5% of 360,000 active; CHO RD-HGA16 TAAR1, Fluo-8 calcium fluorescence, antagonist; inhibition, % at 3 µM;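 active = inhibition above a per-plate cutoff, the mean inhibition of test compounds on that plate plus 3 SD, cut at about 49% in these data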;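 also: 0% = DMSO plus EC80 beta-PEA response and 100% = DMSO alone without agonist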
#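 test system = CHO RD-HGA16 cells bearing hTAAR1 | replication = singlicate | controls = DMSO-only wells and EC80 β-PEA-stimulated wells | reagent = EC80 β-phenethylamine stimulus | read-out basis = percent inhibition of PEA-evoked calcium signal, max/basal emission ratio | schedule = seeding 17-24 h prior, 75-min 37 °C, 30-min RT dye loading | signal = kinetic Fluo-8 calcium fluorescence measurement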
# V1aR counter – counter-screen for oxytocin receptor agonists: human V1a receptor agonists; CHO-V1R cells, Fluo-8 calcium fluorescence, agonist mode; 0% DMSO, 100% 3 nM vasopressin; activation, % at 3 µM; 0.25% of 320,000 active;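 active = activation above the mean activation of all tested compounds plus 3 SD, per screening run, cut at about 20% in these data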;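 also: signal is peak over basal fluorescence ratio across a 100 second FLIPR read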
# Target sequence (P37288 whole entry, looked up): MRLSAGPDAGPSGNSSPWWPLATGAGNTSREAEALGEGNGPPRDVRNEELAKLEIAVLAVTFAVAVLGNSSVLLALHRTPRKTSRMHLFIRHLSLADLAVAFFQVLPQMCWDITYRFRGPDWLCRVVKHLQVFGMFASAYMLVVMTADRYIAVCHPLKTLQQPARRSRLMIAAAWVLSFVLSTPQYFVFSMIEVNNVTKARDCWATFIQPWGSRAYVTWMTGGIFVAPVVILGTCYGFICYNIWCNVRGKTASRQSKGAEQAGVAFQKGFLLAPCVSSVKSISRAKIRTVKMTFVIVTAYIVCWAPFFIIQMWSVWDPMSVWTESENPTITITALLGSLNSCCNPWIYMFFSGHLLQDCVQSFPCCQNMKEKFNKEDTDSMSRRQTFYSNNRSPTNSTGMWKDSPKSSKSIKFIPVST
# GPR7 antagonist – antagonists of human GPR7 (neuropeptides B/W receptor 1); GPR7-expressing cells, fluorescence antagonist assay; P48145; AID 1861; inhibition, % at 4.4 µM; 1.1% of 290,000 active; in the data active = inhibition above about 16%, passing the limit was not always enough;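 also: cells stimulated with the agonist NPW; 0% = agonist with vehicle and 100% = vehicle without agonist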
# Target sequence (P48145 whole entry, looked up): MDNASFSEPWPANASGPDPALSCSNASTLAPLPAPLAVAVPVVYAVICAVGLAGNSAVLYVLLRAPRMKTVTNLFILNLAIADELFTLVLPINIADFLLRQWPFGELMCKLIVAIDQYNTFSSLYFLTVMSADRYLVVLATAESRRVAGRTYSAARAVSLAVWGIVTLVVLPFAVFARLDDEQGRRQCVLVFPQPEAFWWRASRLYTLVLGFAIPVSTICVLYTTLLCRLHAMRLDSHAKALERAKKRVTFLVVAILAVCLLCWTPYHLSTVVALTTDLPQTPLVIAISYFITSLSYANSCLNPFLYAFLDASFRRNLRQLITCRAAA
# M1 PAM parental – M1 PAM counterscreen hit in parental CHO-K1 cells; ATP EC20, Fluo-8 calcium fluorescence; 0% at ATP EC20, 100% at ATP max; activation, % at 3 µM; 0.02% of 360,000 active;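 active = activation above the run cutoff, the mean activation of all test compounds plus 3 SD, cut at about 40% in these data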;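 also: peak over basal fluorescence ratio in a 140 s read after ATP addition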
# CHO-K1 Ca antag – nonselective inhibitor or artifact in parental CHO-K1 cells; 0.6% of 360,000 active; inhibition, % at 3 µM; ATP-induced calcium, Fluo-8 fluorescence;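 active = inhibition above a per-plate cutoff, the plate's mean sample inhibition plus 3 SD, cut at about 24% in these data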;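 also: 0% = DMSO plus EC80 ATP and 100% = DMSO alone without ATP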
# CHO-K1 Ca ag – nonselective activator or artifact in parental CHO-K1 cells | activation, % at 3 µM | 0.48% of 360,000 active | Fluo-8 calcium fluorescence; scaled to maximal ATP response, vehicle zero; in the data active = activation above about 15%;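 also: untransfected CHO-K1 host cells lacking M1 receptor as counterscreen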
# OXTR potentiator – human OXTR potentiation; activation, % at 3 µM; P30559; CHO-OTR cells, Fluo-8 calcium fluorescence, potentiator mode; 0% = oxytocin EC15, 100% = EC100; 0.061% of 320,000 active;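 active = activation above that plate's cutoff, the mean activation of tested compounds plus 3 SD, cut at about 6.6% in these data, passing the limit was not always enough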;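 also: 100% uses oxytocin at 75 nM as the full agonist control; some results filed as inactive read as strong as hits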
#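 Assay system: CHO-OTR cells, human receptor / Also added: oxytocin at about EC15, sub-maximal agonist stimulus / Dosing: single dose, 3.0 µM nominal final compound concentration / Incubation: 6 min pre-incubation, 100 s read / Technique: Fluo-8 calcium dye fluorescence / Read-out: % activation vs EC15 and EC100 oxytocin / Benchmarks: EC15 oxytocin low, 75 nM oxytocin high / Replicates: singlicate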
# OXTR ag – human OXTR agonism. P30559. 0.32% of 320,000 active. CHO-OTR cells, Fluo-8 calcium fluorescence; normalized: DMSO 0%, oxytocin 100%. activation, % at 3 µM;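 active = activation above the mean of all tested compounds plus 3 SD, cutoff set per screening run, cut at about 20% in these data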;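 also: peak over basal fluorescence ratio from a 100 s FLIPR kinetic read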
# CHO parental Ca – counter-screen for OX1R antagonists: effect in parental CHO cells. inhibition, % at 5.6 µM. parental CHO-K1, ATP-induced calcium, Fluo-8 fluorescence. AID 463079. 0.63% of 330,000 active;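 active = inhibition above that plate's mean sample inhibition plus 3 SD, cut at about 26% in these data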;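 also: 0% = ATP-challenged DMSO wells and 100% = DMSO wells without ATP; some compounds past the cut are filed as inactive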
#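 test system = CHO parental line | reagent = ATP stimulus | measured by = intracellular calcium via Fluo-8 no-wash fluorescent dye | control set = ATP and no-ATP DMSO wells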
# * marks the source's active call; other numbers are inactive results; / = no result given; & = joins results of further samples.
SMILES,TAAR1 antag,V1aR counter,GPR7 antagonist,M1 PAM parental,CHO-K1 Ca antag,CHO-K1 Ca ag,OXTR potentiator,OXTR ag,CHO parental Ca
CCn1c(SCC(=O)Nc2ccc(OC)cc2)nnc1-c1ccco1,-1,-0.2,-13,15,-7,0.1,4,1.8,-11
CCN1CCN(S(=O)(=O)c2ccc(OC)c3ccccc23)CC1,-12,1.9,17,8,0,4.5,1,-1.1,-16
COC(=O)C1CCN(C(=O)CCCOc2ccccc2)CC1,-9,0.5,-6,13,-7,1.9,-11,0.3,18
CCCCCCCCCCOC(=O)NC1CCS(=O)(=O)C1 (stereo not drawn),-8,9.5,-4,5,-10,2.2,-10,1.5,-3
O=C(c1ccncc1)N1CCN(C(=O)c2cccs2)CC1,3,0.6,-4,1,3,0.1,-4,1.5,-11
COc1ccc(O)c(C(=O)c2cnn(-c3ccccn3)c2)c1,18,0.6,2,17,-18,3.2,1,-1.0,-20
C/[N+]([O-])=C/c1c(OCc2ccccc2)ccc2ccccc12,-20,1.7,-7,-27,19,-0.2,-2,-1.4,6
COc1ccccc1C(=O)NNC(=S)NC(=O)c1sc2ccccc2c1Cl,80*,34*,2,16,-3,12,-12,49*,-6
CCOc1cc(N2CCOCC2)c(OCC)cc1NC(=O)c1ccc2ccccc2n1,-7,2.0,6,-9,8,-0.2,-3,-0.7,-22
CSc1ncnc2c1ncn2CCCN1CCN(c2ccccn2)CC1,-12,/,/,17,-9,0.4,/,/,/
Cc1cccnc1NCC(O)COc1ccccc1 (stereo not drawn),2,-0.1,-6,25,-21,2.2,0,1.0,-8
COc1ccc(C2/C(=C(\O)c3ccc4c(c3)OCCO4)C(=O)C(=O)N2CCCN(C)C)c(OC)c1 (stereo not drawn),-4,0.1,/,5,2,0.4,-8,0.0,-7
CCOC(=O)C1CCCN(C(=O)COc2ccc(N(C)S(=O)(=O)c3ccc(C)cc3)cc2)C1 (stereo not drawn),-24,2.0,-4,18,-8,4.3,-2,1.8,-20
CCOC(=O)C1CCN(C(=O)COc2ccc3c(c2)OCO3)CC1,-8,1.5,-8,6,-10,0.2,3,1.1,-11
Cc1cnccc1CN(C)C(=O)CC1C(=O)NCCN1CC1CCCCC1 (stereo not drawn),7,-0.1,-10,-20,0,0.2,-8,-0.1,-11
CCn1cc(C(C)NC(=O)Nc2ccccc2C(=O)OC)c(C)n1 (stereo not drawn),7,0.1,-9,12,-2,0.0,-5,0.1,-15
Cc1cc(C(=O)NC2CC(C)(C)Cc3c2cnn3-c2ccccc2C)c(C)o1 (stereo not drawn),-7,-1.4,14,8,-9,-0.2,-5,-0.4,-17
Cc1ccc(NC2=Nc3ccccc3CS2)cc1,-1,-1.7,-3,4,-1,0.0,-15,-2.1,-10
O=[N+]([O-])c1ccc(-n2cnc3ccccc32)c([N+](=O)[O-])c1,-2,0.8,-10,6,9,-0.2,-4,-0.4,-6
CCCCCC(O)(c1ccc(OCC)cc1)C(CN1CCOCC1)c1ccccc1 (stereo not drawn),0,-0.3,-32,15,-26,3.2,-15,-1.6,-38
COC(=O)C1=C(C)NC(C)=C(C(=O)OC)C1C(=O)OC1CCCCC1=O (stereo not drawn),10&5,0.4,-5,21&16,-11&-5,0.7&0.2,-5,0.0,-10
COc1cc(C)ccc1N(CCCN1C(=O)c2cccc3cccc(c23)C1=O)C(=O)c1cccs1,27,-0.6,-3,19,-11,0.7,-7,-0.5,1
COc1ccc([C@H]2CC(=O)C=C(c3ccc(SC)cc3)C2)cc1,37,-0.2,/,-5,-21,0.3,-3,0.0,-7
Cc1ccc(S(=O)(=O)N[C@H](C(=O)Oc2ccc3c(C(F)(F)F)cc(=O)oc3c2)c2ccccc2)cc1,/,5.2,5,6,5,2.4,-1,8.2,5
CCOC(=O)C1CCN(C(=O)c2ccccc2)c2scc(-c3ccccc3)c2C1=O (stereo not drawn),12,/,/,-2,-9,1.4,/,/,/
NC(=O)C1(N2CCCCC2)CCN(C(=O)c2ccc(C#Cc3ccccc3)o2)CC1,7,1.7,4,-2,-4,1.8,0,1.6,-4
Cc1cc(=O)[nH]c(N/N=C/c2c(C)nn(-c3ccccc3)c2Cl)n1,-5,3.8,-4,-8,-16,2.5,1,0.5,-11
COC(=O)C(NC(=O)c1ccco1)(Nc1ccc(Br)cn1)C(F)(F)F (stereo not drawn),-17,-1.3,-10,8,-4,0.2,-17,-2.3,-1
CCOC(=O)c1c(-c2ccccc2Cl)csc1NC(=O)c1cc(S(=O)(=O)N2CCOCC2)ccc1C,-10,-0.1,-19,20,-7,0.2,0,-0.6,-14
CSc1ccc(CCNC(=O)c2cccc3c2C(=O)N(C2CCCCC2)C3)cc1,/,1.5,7,8,-21,-0.6,-11,-0.2,-32
CCCCNC(=O)CC1N=C2c3ccccc3N=C(SCC(=O)Nc3cccc(C)c3)N2C1=O (stereo not drawn),5,-0.1,-6,19,-16,0.0,-13,-1.1,-18
COc1ccc(C)cc1N(CC(=O)N1CCc2ccccc2C1)S(C)(=O)=O,-7,-0.2,8,6,-10,0.5,-4,0.4,-16
Cc1ccc2occ(/C=N/NC(=O)c3ccccc3C)c(=O)c2c1,-8,0.2,-11,24,-6,0.6,0,0.0,7
COc1ccc(Nc2ncc(C(=O)N3CCN(c4ccccc4OC)CC3)c3ccccc23)cc1,50*,5.3,-4,12,5,5.6,-18,-1.2,-21
c1ccc(Cn2cc(-c3cccnc3)cn2)cc1,10,0.4,/,-2,-8,0.1,-3,0.7,-8
CC(C)(C)c1csc(NC(=O)CS(=O)(=O)c2ccccc2)n1,-3,0.8,-18,5,-16,1.9,-7,-0.5,-21
O=C(CSc1n[nH]c(-c2cccs2)n1)NCc1ccc2c(c1)OCO2,3,0.0,-8,15,-11,0.7,-6,-0.2,-16
CC(=O)N1N=C(c2ccccc2)CC1c1cn(C)c2ccccc12 (stereo not drawn),5,-0.1,-3,15,-7,0.4,-2,-2.4,-27
CN(C)C(=O)C(NC(=O)c1ccccc1)=C(Cl)Cl,-2,1.2,-14,-10,-6,-0.1,1,0.4,-9
CS(=O)(=O)N(CC(=O)N1CCc2ccccc2C1)c1ccc2c(c1)OCO2,-4,0.6,-9,11,12,0.8,-8,0.7,-12

# Four compounds already listed, ordered by molecular weight, high to low.
SMILES,TAAR1 antag,V1aR counter,GPR7 antagonist,M1 PAM parental,CHO-K1 Ca antag,CHO-K1 Ca ag,OXTR potentiator,OXTR ag,CHO parental Ca
COc1cc(C)ccc1N(CCCN1C(=O)c2cccc3cccc(c23)C1=O)C(=O)c1cccs1,27,-0.6,-3,19,-11,0.7,-7,-0.5,1
COC(=O)C(NC(=O)c1ccco1)(Nc1ccc(Br)cn1)C(F)(F)F (stereo not drawn),-17,-1.3,-10,8,-4,0.2,-17,-2.3,-1
COc1ccc(C)cc1N(CC(=O)N1CCc2ccccc2C1)S(C)(=O)=O,-7,-0.2,8,6,-10,0.5,-4,0.4,-16
CC(C)(C)c1csc(NC(=O)CS(=O)(=O)c2ccccc2)n1,-3,0.8,-18,5,-16,1.9,-7,-0.5,-21

# The listing picks up, repeating the 2 entries before the break.
SMILES,TAAR1 antag,V1aR counter,GPR7 antagonist,M1 PAM parental,CHO-K1 Ca antag,CHO-K1 Ca ag,OXTR potentiator,OXTR ag,CHO parental Ca
CN(C)C(=O)C(NC(=O)c1ccccc1)=C(Cl)Cl,-2,1.2,-14,-10,-6,-0.1,1,0.4,-9
CS(=O)(=O)N(CC(=O)N1CCc2ccccc2C1)c1ccc2c(c1)OCO2,-4,0.6,-9,11,12,0.8,-8,0.7,-12
CCN(C(=O)CSc1nc2ccc([N+](=O)[O-])cc2s1)C1CCS(=O)(=O)C1 (stereo not drawn),1,0.3,-5,18,-11,1.4,-5,-0.9,-10
O=C(C1CCCN(S(=O)(=O)c2ccc(Cl)cc2)C1)N1CCCC1 (stereo not drawn),6,0.2,-1,3,0,1.2,-7,0.7,-18
CCC(=O)N1CCc2cc(S(=O)(=O)N3CCN(c4ccccn4)CC3)ccc21,-2,0.1,-9,4,-3,-0.3,-7,-0.7,-20
Cn1nc(C(=O)N2CCN(S(=O)(=O)c3ccccc3)CC2)c2ccccc2c1=O,-26,0.4,-6,7,0,0.4,-11,1.1,-17
O=S(=O)(c1ccccc1F)N1CCN(CCOc2ccccc2)CC1,-6,4.3,/,22,-16,3.3,-5,1.8,-10
Cc1nn(-c2ccccc2)c(Cl)c1/C=N/NC(=O)c1ccnn1C,10,1.0,17,25,-8,4.6,-4,0.8,-7
CC1=NC(C)(C)Cc2c(C)cccc21,2,1.0,-8,27,-7,1.0,-5,0.3,-11
O=C(O)c1ccc(CNC(=O)c2ccccc2NC(=O)c2ccc([N+](=O)[O-])cc2)cc1,2,0.8,-3,17,-11,0.5,-4,1.3,-5
N#Cc1ccc(C(CC(=O)O)N2Cc3ccccc3C2=O)cc1 (stereo not drawn),-10,1.3,-21,3,4,12,-3,0.1,-2
Cc1cc(NCCCn2ccnc2)n2nc(C)c(-c3ccc(Cl)cc3)c2n1,-20,0.3,15,13,-26,0.7,-8,2.3,-16
COc1ccc(OC)c2[nH]c(=O)c(CCNC(=O)c3cc4ccccc4o3)cc12,25,-0.2,-4,-4,3,2.7,-6,-1.0,-22
CCc1nc2ccccc2nc1N1CCN(S(=O)(=O)c2c(C)cc(Cl)cc2C)CC1,-7,0.2,-11,18,-8,0.7,-6,-0.5,-31
Cc1cc(C(F)(F)F)nn1CC(=O)N1CCOCC1,-13,0.6,10,2,-10,-0.2,6,-0.1,-3
COc1ccccc1-n1c(CNC(=O)c2ccco2)n[nH]c1=S,-18,0.8,-19,-11,0,1.4,-1,-0.2,-13
COc1ccc(C)cc1NC(=O)CSc1ccc(-c2sc(C)nc2C)nn1,12,7.9,14,7,-7,10,-15,4.2,-17
CC(=O)CSc1nnc(Cc2ccc3c(c2)OCO3)o1,-2,0.6,-3,12,-9,1.2,-7,-0.5,3
